Screening results as filed in PubChem BioAssay.
FN deposit inh = fibronectin deposition inhibition; inhibition, % at 12.6 µM; 350,000 tested, 0.086% active; AH1F fibroblasts, Alexa488-fibronectin deposition fluorescence, overnight;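 active means mean inhibition across replicates of 30% or more, regardless of how many single replicates reach that level; inconclusive means mean under 30% yet at least half of replicates reach 30%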;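 further: positive control wells lacked labelled fibronectin entirely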
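Material: AH1F fibroblast monolayer depositing Alexa488-labelled fibronectin into matrix / Amount: 10000 AH1F cells per well / Signal: fluorescence 485/525 nm / Medium: DMEM, 2% serum / Compound: single dose, pinned / Incubation: 1 h cell adhesion before compound, then overnight fibronectin incubation / Reagent: Alexa488-FN, 24 nM final / Read-out: inhibition of fibronectin deposition signal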
Cneo AK release = causes C. neoformans cell lysis | 360,000 tested, 0.2% active | adenylate kinase release luminescence, 4 h; normalised: neutral wells 0, clomiphene wells 100 | lysis activity, % at 15 µM | AID 651654;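 active means mean lysis activity across replicates of at least 80%, whatever share of replicates individually reach that level; inactive means mean lysis activity below 80%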
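Test system: log-phase Cryptococcus neoformans yeast cells. Input: 5 × 10^6 yeast cells/mL. Medium: fresh YPD growth medium. Doses: single dose. Incubation: static 4 h at 37 °C with compound, 1 h detection. Measured by: luminescent adenylate kinase detection reagent. Read-out: signal increase indicating cell lysis. Benchmarks: Clomiphene.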
EWS-Fli block = blocks EWS/Fli oncoprotein-driven transcription. A673 NR0B1-luciferase reporter, viability-normalised. inhibition, % at 12.6 µM. 350,000 tested, 0.67% active. AID 651661;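 active means mean inhibition of at least 50% after viability correction, with every replicate also passing that limit; inconclusive means mean reaches 50% but only one of two replicates passes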;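 further: firefly luciferase signal divided by Alamar Blue viability fluorescence both relative to DMSO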
PGC1a acetyl inh = PGC1a acetylation modulation, inhibitor mode | U2OS PGC1a acetylation, AlphaScreen anti-acetyl-lysine; with virally co-expressed GCN5 acetyltransferase | inhibition, % at 15.6 µM | 350,000 tested, 0.17% active | AID 651687;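 active means every replicate shows inhibition of at least 40%; inconclusive means mean inhibition at least 40% but some replicate below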;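 further: 0% = neutral control wells and 100% = positive control wells; some results beyond the cut were filed as inactive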
PAX8 inh HTS = lowers PAX8-driven luciferase in RMG-I cells | RMG-I TPO-luciferase reporter, SteadyGlo, 24 h | inhibition, % at 12.6 µM | 360,000 tested, 1.2% active | AID 652154;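 active means mean replicate inhibition at least 60% with every replicate also reaching 60%; inconclusive means only one of the two criteria is met; inactive means mean below 60% and not all replicates reaching 60%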;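 further: luciferase light reporting Pax8 driven TPO promoter activity; plate controls were median of neutral control wells for no effect and mitoxantrone controls for full effect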
Casp6 inh = caspase-6 (human) enzyme inhibition. P55212. purified caspase-6, Z-VEID-R110 cleavage fluorescence. inhibition, % at 12.5 µM. 350,000 tested, 0.53% active;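 active means mean inhibition across replicates at least about 35%, with every replicate also reaching that limit, limit read from the data; inconclusive means only one of the two criteria met; inactive means neither criterion met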;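 further: 0% = median of neutral control wells and 100% = no fluorescence left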
Target sequence (P55212 24-179 limits assumed): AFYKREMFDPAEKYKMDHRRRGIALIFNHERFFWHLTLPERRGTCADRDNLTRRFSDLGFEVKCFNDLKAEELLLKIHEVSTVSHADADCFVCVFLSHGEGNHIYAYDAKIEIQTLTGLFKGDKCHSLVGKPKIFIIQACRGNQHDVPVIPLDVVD
Target sequence (P55212 194-293 limits assumed): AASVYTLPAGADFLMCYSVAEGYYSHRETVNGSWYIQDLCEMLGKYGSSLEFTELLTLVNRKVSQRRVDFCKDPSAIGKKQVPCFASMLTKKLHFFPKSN
miR122 inh = inhibitors of miR-122 in Huh7 cells; Huh7 miR-122 Renilla luciferase sensor, 48 h; neutral wells = 0, positive control = 100; activation (reporter increase), % at 12.5 µM; 340,000 tested, 0.3% active;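 active means mean replicate activation score at least 90 and every replicate individually at or above 90; inconclusive means only one of the two criteria met; inactive means neither criterion met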;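 further: higher luciferase means less miR-122 activity so hits act as miR-122 inhibitors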
LGR2 antag = inhibitors of bursicon-induced Drosophila LGR2 receptor cAMP signaling; inhibition, % at 9.99 µM; AID 720647; HEK293 LGR2, CRE-luciferase, bursicon-stimulated, 4 h; 380,000 tested, 0.35% active;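 active means drop in luminescence signal, shown as inhibition above about 50% in the replicate tests, limit read from the data, passing the limit was not always enough; inconclusive means probably only some replicates passing the limit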;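 further: agonist challenge used bursicon conditioned medium at about half maximal strength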
An asterisk follows results filed as active; ? = inconclusive; / = not tested or not shown; [ ] = dose if it differs, or a comment.

smiles,Casp6 inh,PGC1a acetyl inh,Cneo AK release,EWS-Fli block,FN deposit inh,PAX8 inh HTS,miR122 inh,LGR2 antag
CCN(CC)CCNC(=O)C1(O)c2cc(Br)ccc2NC(=O)N1c1ccc(Cl)cc1 (configuration not stated),1,/,0,14,2,18,0,-1
O=C(CSc1ncccc1-c1nc2ccccc2[nH]1)NCc1ccco1,28,13,1,3,/,/,-5,-9
Cc1nc(C)c(-c2ccc(SCc3ccc(Cl)cc3)nn2)s1,3,-15,-1,-5,2,-5,-1,-5
CCN(C(=O)COC(=O)/C=C/c1ccc(S(=O)(=O)N2CCc3ccccc32)cc1)C1CCS(=O)(=O)C1 (configuration not stated),2,-4,3,22,-14,8,-3,-5
O=C(CNC(=O)c1ccccc1F)OCc1nc2ccc(Cl)cc2n1CCO,-1,-2,-2,0,-7,12,/,-1
COC(=O)[C@]12CCCCC=C1N(Cc1ccccc1)C(=O)[C@H](CC(=O)N1CCCC1)C2,-3,/,/,5,3,-17,/,-10
CCOC(=O)C1CCCN(C(=O)Cn2nc(Cc3cccnc3)c3ccccc3c2=O)C1 (configuration not stated),-2,/,-2,10,1,12,0,9
CC(C(=O)Nc1cccnc1)N1C(=O)C2C3C=CC(C3)C2C1=O (configuration not stated),/,0,0,/,-1,0,-7,/

Given field by field: four of the compounds above.
SMILES: O=C(CSc1ncccc1-c1nc2ccccc2[nH]1)NCc1ccco1
  Casp6 inh = 28 | PGC1a acetyl inh = 13 | Cneo AK release = 1 | EWS-Fli block = 3 | FN deposit inh = / | PAX8 inh HTS = / | miR122 inh = -5 | LGR2 antag = -9

SMILES: O=C(CNC(=O)c1ccccc1F)OCc1nc2ccc(Cl)cc2n1CCO
  Casp6 inh = -1 | PGC1a acetyl inh = -2 | Cneo AK release = -2 | EWS-Fli block = 0 | FN deposit inh = -7 | PAX8 inh HTS = 12 | miR122 inh = / | LGR2 antag = -1

SMILES: CCOC(=O)C1CCCN(C(=O)Cn2nc(Cc3cccnc3)c3ccccc3c2=O)C1 (configuration not stated)
  Casp6 inh = -2 | PGC1a acetyl inh = / | Cneo AK release = -2 | EWS-Fli block = 10 | FN deposit inh = 1 | PAX8 inh HTS = 12 | miR122 inh = 0 | LGR2 antag = 9

SMILES: Cc1nc(C)c(-c2ccc(SCc3ccc(Cl)cc3)nn2)s1
  Casp6 inh = 3 | PGC1a acetyl inh = -15 | Cneo AK release = -1 | EWS-Fli block = -5 | FN deposit inh = 2 | PAX8 inh HTS = -5 | miR122 inh = -1 | LGR2 antag = -5

Carrying on.
smiles,Casp6 inh,PGC1a acetyl inh,Cneo AK release,EWS-Fli block,FN deposit inh,PAX8 inh HTS,miR122 inh,LGR2 antag
C=CCC(=O)N(CC)CC1CCCN(CCc2cccc(F)c2)C1 (configuration not stated),-3,0,-3,1,7,3,-3,11
COc1cc(NC(=O)c2cc(OC)c(OC)c(OC)c2)c2ncccc2c1,0,-16,-2,-24,-12,24,-7,6
Cc1ccc(C(=O)Oc2csc(=S)n2C(=O)c2ccc(C)cc2)cc1,/,-8,6,/,2,/,-6,-7
CCCC(=O)Nc1ccc2c(c1)OC[C@@H](C)N(CCC(F)(F)F)C[C@@H](C)[C@@H](OC)CN(C)C2=O,0,-4,42,-4,-8,1,1[16.7 µM],5
COc1ccc(NC(=O)C(OC)c2ccccc2)cc1Cl (configuration not stated),/,/,/,/,4,15,-2,-15
C[C@@H]1CN([C@@H](C)CO)C(=O)c2cc(NC(=O)Nc3ccc4c(c3)OCO4)ccc2O[C@H]1CN(C)Cc1ccc(C(=O)O)cc1,1,4,-4,-7,/,/,25[16.7 µM],1
O=C(CNCc1ccccc1Cl)Nc1ccccc1N1CCCCC1,-5,-8,4,-3,0,7,-1,15
CC1=CC(C)(C)N(S(=O)(=O)c2ccc(F)cc2)c2ccc(C)cc21,/,-16,5,/,-6,/,48,10
COc1ccc(S(=O)(=O)Nc2cccc3c2O[C@@H](CN(C)C)[C@@H](C)CN([C@@H](C)CO)C3=O)cc1,-1,1,2,4,/,-7,4[16.7 µM],8
O=C(NCC1CC1)[C@@H]1[C@@H](CO)[C@@H]2Cn3c(ccc(C4=CCCCC4)c3=O)[C@@H]2N1Cc1ccccc1F,-2,/,-2,-2,/,/,9[16.7 µM],-7
O=C(CS(=O)CC(=O)Nc1cccc2c1CCCC2)Nc1ccc(F)cc1 (configuration not stated),/,-66,1,/,7,14,0,/
COCC#Cc1ccc2c(c1)O[C@@H](CN(C)C)[C@@H](C)CN([C@H](C)CO)S2(=O)=O,-2,3,6,-12,9,-8,-4[16.7 µM],1
CS(=O)(=O)NNC(=O)Cn1nnc(-c2ccc(OCc3ccccc3Cl)cc2)n1,-3,/,-1,-24,4,-59,-1,-20
O=C(OCc1nc2ccsc2c(=O)[nH]1)c1ccc(Cl)s1,6,3,/,4,-2,/,-13,-6
O=C(C[C@@H]1C=C[C@@H](NC(=O)Nc2ccc3c(c2)OCO3)[C@H](CO)O1)NCc1ccc(Cl)cc1,16,1,18,-2,/,-4,/,2
Cc1ccc(C(=O)OCC(=O)NCCC2=CCCCC2)s1,4,9,-1,6,-4,6,-9,-16
COc1ccccc1NC(=O)N(C)C[C@H]1Oc2ncc(C#CC(C)C)cc2C(=O)N([C@H](C)CO)C[C@@H]1C,-2,-6,-5,-1,-25,0,-1[16.7 µM],2
N#C[C@@H]1[C@H](c2ccc(-c3ccccc3F)cc2)[C@H](CO)N1C(=O)c1ccccn1,0,1,-3,-4,-5,-11,/,15
Cc1cccc(-c2noc(CCC(=O)NC3CCCCC3)n2)c1,0,/,-2,1,/,-5,/,1
NC(=O)COc1ccc(/C=N/NS(=O)(=O)c2ccccc2)cc1,0,-8,/,-1,-2,12,11,0
COc1ccc(CCNC(=O)C23CCC(C)(C(=O)C2Br)C3(C)C)cc1OC (configuration not stated),2,5,/,9,1,10,/,10
CC(/C=N/NC(=O)Cn1nccc1C)=C\c1ccc(C(C)C)cc1,/,/,5,/,-2,-70,/,-21
CO[C@@H]1CN(C)C(=O)c2cc(NC(=O)c3nc4ccccc4s3)ccc2OC[C@@H](C)N(Cc2cncnc2)C[C@H]1C,/,12,-6,-11,10,/,/,1
CCCCCn1nnnc1-c1nc2cc(C)c(C)cc2[nH]c1=O,42*,/,/,8,4,5,/,-7

Reprinted from the part before: two entries; new compounds follow.
smiles,Casp6 inh,PGC1a acetyl inh,Cneo AK release,EWS-Fli block,FN deposit inh,PAX8 inh HTS,miR122 inh,LGR2 antag
CO[C@@H]1CN(C)C(=O)c2cc(NC(=O)c3nc4ccccc4s3)ccc2OC[C@@H](C)N(Cc2cncnc2)C[C@H]1C,/,12,-6,-11,10,/,/,1
CCCCCn1nnnc1-c1nc2cc(C)c(C)cc2[nH]c1=O,42*,/,/,8,4,5,/,-7
N#C[C@H]1[C@H](c2ccc(-c3ccccc3F)cc2)[C@H](CO)N1C(=O)c1ccccn1,1,-1,-5,-5,9,0,/,-9
O=[N+]([O-])c1ccc2c(OCc3nnc(-c4ccccc4Br)o3)ncnc2c1,1,-16,1,13,-6,4,7,8
N#Cc1c(Cl)nsc1NC(=O)c1ccccc1,14,/,/,1,-2,42,/,10
C=CCOc1ccc(Oc2cc(C)nc(SC)n2)nn1,/,-1,-1,/,2,13,?,/
CCOC(=O)CN(C(=O)CSc1nnc(-c2ccc(OC)c(OC)c2)o1)c1ccc(F)cc1,/,11,0,/,-15,/,8,/
CCOCCn1c(N2CCN(c3ccc(OC)cc3)CC2)nc2c1c(=O)[nH]c(=O)n2C,1,4,0,/,/,/,-2,/
Fc1ccc(N2CCN(C(=S)NCc3ccco3)CC2)cc1,15,-7,4,-11,11,-11,0,-3
CC(C)=C1CCC(C)CC1=NNC(N)=S (configuration not stated),-1,-8,1,19,2,8,-9,/
C[C@@H]1CN([C@H](C)CO)S(=O)(=O)c2ccc(C3=CCCC3)cc2O[C@@H]1CN(C)Cc1ccccc1F,-1,-5,0,21,-7,27,66[16.7 µM],9
COC12CC(=O)C(C(C)=O)=C(O)C1(C)c1c(O)c(C)c(O)c(C(C)=O)c1O2 (configuration not stated),13,7,0,10,/,/,-1,/
CC(C)NC(=O)NCC[C@H]1CC[C@H](NC(=O)c2ccc(F)cc2)[C@H](CO)O1,-173,?,-3,1,-1,-3,1[16.7 µM],-14
COCC(=O)N1CCCCN2[C@H](C1)[C@@H](c1ccc(-c3cccc(C)c3)cc1)[C@@H]2CO,5,-7,1,-5,/,1,22[16.7 µM],2
CCn1c(N2CCN(S(=O)(=O)c3ccc(Cl)cc3)CC2)nc2ccccc21,-1,0,/,-13,-10,4,/,/
COCC(=O)Nc1ccc2c(c1)OC[C@H](C)N(Cc1cccnc1)C[C@@H](C)[C@@H](OC)CN(C)C2=O,1,-1,-9,6,-1,-3,/,3
CCCCN(CCCC)CCNC(=O)CNC(=O)c1cccs1,/,-1,-2,/,1,/,4,4
Cc1ccc(C(=O)OCC(=O)Nc2ccc(F)c(Cl)c2)o1,4,-5,-1,1,-1,-8,-2,-20
COc1ccccc1C(=O)NCC(=O)N1CCN(C/C=C/c2ccccc2)CC1,0,16,-1,0,4,5,-7,/
COc1cccc(CNC(=O)CNC(=O)N2CC(=O)Nc3ccccc32)c1,-4,-20,9,2,3,-14,12,8
CS(=O)(=O)N(Cc1ccc(Cl)cc1)c1ccc(C(=O)NCC2CCCO2)cc1 (configuration not stated),-1,-1,/,0,3,20,-1,/
COc1ccc(Nc2cc(Cl)nc(N)n2)cc1OC,1,/,/,-7,-1,-20,/,-4
O=C(Nc1ccc(N2CCOCC2)nc1)c1ccccc1Cl,1,6,2,-18,6,-68,-7,-13
O=[N+]([O-])c1ccc2c(c1)nc1n2CCN(CC2CCCO2)C1 (configuration not stated),2,18,-2,-18,-12,-12,-2,3
COc1ccc(/C=C/C(=O)N2CCN(S(=O)(=O)c3ccccc3Br)CC2)cc1OC,11,15,-2,-3,4,10,-9,-15
CC(C)(C)c1ccc(C(=O)NC(=O)COC(=O)c2ccc(Br)o2)cc1,9,6,0,-9,21,-13,-2,-41
Cc1ccnc(NC(=O)Nc2ccc3c(c2)OCO3)c1,2,/,/,18,-6,-92,/,15
O=C(Nc1ccc(Cl)cc1)N1C[C@@H]2[C@H](c3ccccc31)[C@H](CO)N2C(=O)C1CC1,7,-1,-1,-27,/,-22,7[16.7 µM],-25
O=C(NCc1cccs1)C1CCN(C(=O)NCc2ccccc2)CC1,/,-2,0,/,2,-20,5,/
Cc1ccnc(-n2c(C)cc(C=O)c2C)c1,-5,/,/,3,11,-8,/,8
CNC(=O)c1cc2cc(OC)ccc2oc1=O,8,-3,0,-9,/,/,13,/
CCC(=O)Nc1ccc2c(c1)OC[C@H](C)N(Cc1ccccc1F)C[C@H](C)[C@H](OC)CN(C)C2=O,1,/,-1,-2,/,-2,1[16.7 µM],-5

An unsorted share of the library; any-hit rate near 2.5%.
